From PubChem
AmpC det inh = blocks E. coli AmpC beta-lactamase in presence of detergent; P00811; hit rate 0.09% among 71,000; AID 584; purified AmpC, nitrocefin hydrolysis with detergent; Potency, µM (doses to about 28.7 µM), for the others: top-dose activity change, negative = inhibition; active = well fitted curve in the direction sought with a large enough effect
Target sequence (P00811 whole entry, looked up): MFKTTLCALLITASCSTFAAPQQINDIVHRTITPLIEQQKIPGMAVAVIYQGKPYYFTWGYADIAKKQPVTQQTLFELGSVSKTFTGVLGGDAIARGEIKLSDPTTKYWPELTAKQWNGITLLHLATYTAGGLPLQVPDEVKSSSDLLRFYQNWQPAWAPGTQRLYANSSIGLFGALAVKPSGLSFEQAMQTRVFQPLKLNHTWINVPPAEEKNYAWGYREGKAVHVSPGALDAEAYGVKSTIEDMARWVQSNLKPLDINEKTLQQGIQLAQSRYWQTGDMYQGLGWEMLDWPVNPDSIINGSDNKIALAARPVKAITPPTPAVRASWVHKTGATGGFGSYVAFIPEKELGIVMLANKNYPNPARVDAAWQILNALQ
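E. coli AmpC (5.3 nM) in 20 mM phosphate pH 7.0 with 0.01% Triton X-100, preincubated 15 min RT with compound; nitrocefin (2 uL of 800 uM stock) hydrolysis followed by 480 nm absorbance every 20 s over 4 min.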
* = called active by the depositor; [ ] = remark or other dose. % is set by controls: 0 for no effect and ±100 for the full control effect; potency is the fitted concentration of half-maximal effect. Not all compounds are listed; rates above refer to the full screens.

SMILES	AmpC det inh
COc1cc(NS(C)(=O)=O)ccc1Nc1c2ccccc2nc2ccccc12	-3%
O=C(CN1CCC(c2nc3ccccc3s2)CC1)NCc1cccs1	-7%
COc1cc(C2C(C#N)=C(N)OC3=C2C(=O)CCC3)ccc1OC(=O)N1CCOCC1 (configuration not stated)	-2%
Cc1cccn2c(=O)c3cc(C(=O)NCc4ccco4)c(=N)n(C(C)C)c3nc12	-3%
Cc1cc(C(=O)COC(=O)c2ccc3c(c2)OCO3)c(C)n1Cc1cccs1	-3%
Cc1nc(NC2CCCCC2)c2nc(-c3ccccc3)n(CCN(C)C)c2n1	10%
CC(CCc1ccccc1)NC(=O)c1ccncc1 (configuration not stated)	-8%
Cc1ccc(C)c(Cn2nnc3c(=O)[nH]c(C4CCN(C(=O)c5cccs5)CC4)nc32)c1	14%
Oc1cc(O)c2c(c1)O[C@@H](c1ccc(O)c(O)c1)[C@H](O[C@@]1(c3cc(O)c(O)c(O)c3)Oc3cc(O)cc(O)c3[C@H](O)[C@@H]1O)C2	-2%[5.75 µM]
CCOCCCNC(=O)N1CCOCC1	-4%
COc1ccccc1S(=O)(=O)Cc1ccc(C(=O)NCCN(C)C)o1	5%
C=C1C[C@]23C[C@@]1(O)CC[C@H]2[C@@]12C=C[C@H](O)[C@@](C)(C(=O)O1)[C@H]2[C@@H]3C(=O)O	10%
COc1cc(OC)c2cc(-c3ccncc3)cnc2c1	1%
COc1ccccc1NS(=O)(=O)c1ccc(C(=O)OCC(=O)NCc2ccco2)cc1	5%
O=C(Cn1ncc2c1-c1ccccc1OC2)Nc1ccc(Cl)cn1	6%
O=S(=O)(NC1CCCC1)c1ccc(S(=O)(=O)N(Cc2cccs2)CC2CCCO2)cc1 (configuration not stated)	-5%
O=C(CNS(=O)(=O)c1cccc2nsnc12)NCc1ccc(Cl)cc1	1%
CS(=O)(=O)N1CCC2(CCN(c3ccccn3)CC2)CC1	0%
CCOC(=O)N1CCN(C(=O)CN(c2cc(Cl)ccc2OC)S(=O)(=O)c2ccccc2)CC1	-4%
Cc1cc(C(=O)Nc2sc(C)c(C)c2C#N)no1	0%
COc1cccc(C(=O)N(CN2CCCC2=O)c2cccc(Cl)c2)c1OC	15%
C=CCn1c(NC(C)c2cc(Cl)ccc2O)nc2ccccc21 (configuration not stated)	11%
Cc1cc2ccccc2c(=O)n1CC(=O)N1CCN(c2cccc(Cl)c2)CC1	-3%
CS(=O)(=O)N1CCC2(CCCN(c3ccccn3)C2)CC1	0%
COCCn1c(=O)cnc2cnc(Nc3ccccc3)nc21	-1%
O=C(Nc1ccncc1)c1c(F)cccc1F	0%
COCc1cc(=O)n2[nH]c(C)nc2n1	-4%
CCCCc1ccc(-c2nc(-c3ccncc3)no2)cc1	0%
COC(=O)c1ccc(NS(=O)(=O)c2cc(C)ccc2OC)cc1	-4%
CCCCn1c(CN2CCN(C)CC2)nc2ccccc21	-2%
CCCc1ccc2c(N)c(C#N)sc2n1	-3%
COc1ccc(C2C3=C(CC(C)(C)CC3=O)Oc3ncn4nc(-c5cccnc5)nc4c32)cc1 (configuration not stated)	-2%
Cc1c(C(=O)NCc2cccs2)oc2ccc(S(=O)(=O)N3CCOCC3)cc12	-4%
COc1cccc(-c2nccc(-n3ccnc3)n2)c1	13µM*
COc1ccc(CNC(=O)C2CCN(S(=O)(=O)c3cccc4cccnc34)CC2)cc1	3%
O=C(C1CCC(=O)N1Cc1ccc(F)cc1)N1CCC2(CC1)OCCO2 (configuration not stated)	-2%
COc1cccc(Nc2nnc(SCC(=O)N3CC(C)OC(C)C3)s2)c1 (configuration not stated)	-3%
c1ccc2nc(N3CCOCC3)c(N3CCOCC3)nc2c1	12%
Fc1ccc(CN2CCCCCC2)c(F)c1	-2%
CCCC(C)C1(CC)C(=O)NC(=Nc2ccccc2OC)NC1=O (configuration not stated)	16%
COC(=O)c1cc(Cc2ccc(N)c(C(=O)OC)c2)ccc1N	16%
O=C(OCc1cc(=O)n2c(n1)sc1ccccc12)c1ccc2c(=O)n3c(nc2c1)CCC3	9%
COc1ccc(S(=O)(=O)N2CCCC2C(=O)Nc2ccc(C(C)=O)cc2)cc1 (configuration not stated)	12%
CCOC(=O)C(NC(=O)CC)(Nc1ccc(S(=O)(=O)Nc2cc(C)on2)cc1)C(F)(F)F (configuration not stated)	14%
Cn1c(C(=O)N2CCC(C(=O)N3CCN(Cc4ccc5c(c4)OCO5)CC3)CC2)cc2sccc21	12%
CCn1c(=S)sc2c(=O)[nH]c(C)nc21	5%
Fc1cccc(Cl)c1CSc1nnnn1-c1ccc2c(c1)OCO2	-4%
N[C@@H](CSCc1ccc(I)cc1)C(=O)O	0%[5.75 µM]
CCn1c(Cc2ccccc2)nnc1SCC(=O)Nc1ccc2c(c1)OCO2	-5%
Cc1cnc(C(=O)OCC(=O)c2csc(N3CCCCC3)n2)cn1	-5%
CC12CN3CC(C)(CN(C1)C31CCSCC1)C2=O	13%
Cc1ccc(-c2noc(CCC(=O)Nc3cc(C)ccn3)n2)cc1	0%
O=C(NCc1ccccn1)C1CC(=O)N(C2CCCC2)C1 (configuration not stated)	4%
O=C(Nc1ccc(S(=O)(=O)Nc2nccs2)cc1)C1CCCCC1	-3%
CNc1nc(N2CCc3ccccc32)ncc1F	-6%
COc1ccc(CNC2CC(=O)N(C)C2=O)cc1 (configuration not stated)	5%
Cn1c(CN2CCOCC2)nnc1SCC(=O)Nc1nccs1	-1%
Cn1c(=O)c2c(nc(SCCOc3ccc4ccc(=O)oc4c3)n2C)n(C)c1=O	13%
CCOC(=O)C1CCN(C(=O)CN2C(=O)C(CC)Oc3ccccc32)CC1 (configuration not stated)	-1%
C[N+]1(C)CCC[C@H]1C(=O)[O-]	-2%[12.8 µM]
New compounds follow.
SMILES	AmpC det inh
O=C(CCN1C(=O)c2ccccc2C1=O)Nc1ccccn1	1%
ClCBr	10%
Cc1ccc(NC(=O)CN(c2ccccc2F)S(C)(=O)=O)cc1	-7%
CCCCn1c(SCC(=O)NCc2ccco2)nnc1-c1ccco1	4%
Fc1ccc(Nc2ncnc3ccc(-c4ccoc4)cc23)cc1	9%
FC(F)(F)c1ccccc1-c1nccc(NCCN2CCOCC2)n1	13%
CC(NC(=O)Nc1ccccc1)C(c1cccs1)N1CCOCC1 (configuration not stated)	1%
CCOc1ccccc1N1CCN(C(=O)c2cccc(-c3ccc(O)cc3)c2)CC1	1%
Cn1c(=O)[nH]c(=O)c2c1nc(CN1CCOCC1)n2Cc1ccccc1	0%
O=C(NCc1ccco1)c1ccc2c(=O)n(Cc3ccco3)c(SCC(=O)N3CCCC3)nc2c1	-2%
CCCn1nnnc1NCc1ccccc1OCc1cccs1	-4%
COc1ccc(OC)c(C2=NOC(C(=O)NCC3CCCO3)C2)c1 (configuration not stated)	-4%
CCn1cc(C(=O)NCCC2=CCCCC2)c(=O)c2cc(S(=O)(=O)N(C)C)ccc21	11%
COCCCNC(=O)Nc1ccc(F)cc1F	-4%
CC(=NCC1CCCO1)c1c(O)n(C)c(=O)n(C)c1=O (configuration not stated)	2%
Cc1nn(-c2ccccc2)c2[nH]c(C(F)(F)F)cc(=O)c12	-3%
O=C(O)c1oc2ccccc2c1-n1cccc1	-1%
Cc1c(C(=O)N2CCc3ccccc3C2)sc2nc(-c3ccccc3)cn12	-5%
COc1cccc(Cn2c(Oc3cccc(C)c3)nc3c2c(=O)n(C)c(=O)n3C)c1	-1%
COc1ccccc1OCCOc1ccc(/C=N/n2cnnc2)cc1	7%
Oc1ccccc1CN1CCCN(Cc2ccccc2O)C1	0%
CCOC(=O)C1CCCN(c2c(N3CCN(c4ccccn4)CC3)c(=O)c2=O)C1 (configuration not stated)	11%
FC(F)(F)c1nnc2ccc(N3CCCCCC3)nn12	0%
CC(=O)c1ccc(O)c(CN(C2CCCCC2)C2CCCCC2)c1O	-3%[5.75 µM]
COc1cccc(C(=O)N2CCN(c3ncccn3)CC2)c1	-2%
CN(Cc1ccccc1)Cc1nc2c(c(=O)n(C)c(=O)n2C)n1Cc1ccc(F)cc1	1%
CCCCCCOc1ccc(C(CC(=O)O)C(N)=O)cc1 (configuration not stated)	8%
O=C1CN(Cc2ccccc2)C(=NCc2ccco2)S1	1%
O=C(Nc1ccccc1)N(CCCN1CCOCC1)Cc1cc2cc3c(cc2[nH]c1=O)OCCO3	9%
Cc1ccc(S(=O)(=O)N[C@@H](C)C(=O)N2CCC(C(=O)N3CCC[C@H]3C(=O)O)CC2)cc1	-1%
Cc1cc2nc(NC3=NCN(CCCN4CCOCC4)CN3)nc(C)c2cc1C	-2%
CC(=O)N1[C@H](C)C=C[C@]1(Cc1ccccc1)C(=O)NCc1ccccn1	14%
COc1cccc(CNc2ccc3c(c2)ncn3C(C)C)c1OC	12%
COc1ccc(COn2c(=O)c(C)[n+]([O-])c3ccccc32)cc1OC	-4%
COc1cccc(NS(=O)(=O)c2ccc(NC(C)=O)cc2)c1	-3%
CCOC(=O)N1CCN(C(=O)c2cc(-n3cnnc3)ccc2Cl)CC1	0%
Cn1c(C(=O)Nc2ccc3c(c2)OCO3)cc2c(=O)n(C)c3ccccc3c21	6%
COc1ccccc1C1NC(=O)NC(C)=C1C(=O)Nc1cccc(C)c1C (configuration not stated)	7%
O=c1nc(N2CCCCC2)nc2n1CCO2	-4%
COc1cccc2c1C(=O)c1c(O)c3c(c(O)c1C2=O)C[C@](O)(C(=O)CO)C[C@H]3O[C@@H]1C[C@H](N)[C@H](O)[C@H](C)O1	-1%[12.8 µM]

An excerpt of these results, as a markdown table:
| Structure | AmpC det inh |
| --- | --- |
| Cn1c(C(=O)Nc2ccc3c(c2)OCO3)cc2c(=O)n(C)c3ccccc3c21 | 6% |
| COc1ccccc1C1NC(=O)NC(C)=C1C(=O)Nc1cccc(C)c1C (configuration not stated) | 7% |

Next section
SMILES	AmpC det inh
O=C(c1ccco1)N1CCN(C(c2cccs2)c2nnnn2C2CCCCC2)CC1 (configuration not stated)	11%
O=C(c1ccccc1)c1c[nH]c2cc3c(cc2c1=O)OCCO3	1%
Cc1cc(C)n(CC(=O)NCc2cc(-c3nn(C)c(=O)c4ccccc34)ccc2C)n1	24%
Cc1c(-n2cc(C(=O)c3ccccc3O)cc(C#N)c2=O)c(=O)n(-c2ccccc2)n1C	0%
CN1C(=O)CSc2ccc(NC(=O)NCc3ccco3)cc21	-2%
CC(C)Cn1c(N)c(C(=O)COC(=O)c2ccncc2)c(=O)n(C)c1=O	-2%
Cc1cccc(C)c1NC1=NC(C)(C)N=C(N)N1	-1%
Cc1nc(NCc2ccccc2)c2nc(-c3ccccc3)n(CC3CCN(C)CC3)c2n1	15%
C=CCNc1ncnc2c1[nH]c1ccc(C)cc12	-2%
CCCc1nnc2n1N=C(c1ccc(-c3cc(Cl)ccc3Cl)o1)CS2	1%
Cc1ccc(S(=O)(=O)Cn2nnnc2CN2CCCC3(CCCCC3)C2)cc1	9%
O=C(Nc1cccc(F)c1)N1CC[C@@]2(CCCN(C(=O)Oc3ccccc3)C2)C1	-8%
COc1ccc(-n2c(COc3ccccc3)nnc2SCC(N)=O)cc1	-1%
CCN1CCN(c2cc(=O)n(-c3cc(Cl)ccc3C)c(=O)[nH]2)CC1	-5%
CC(=O)c1c(C)[nH]c(C(=O)NCCC2=CCCCC2)c1C	-1%
COC(=O)C(C(=O)Nc1ccc(OC)cc1)C1CCCCCC1 (configuration not stated)	-7%
C#CCO	10%
[N-]=[N+]=NC[C@@H]1O[C@@H](n2cnc3c(N)ncnc32)[C@@H]2O[C@@H]21	8%[5.75 µM]
c1ccc(OCc2nn3c(-c4ccncc4)nnc3s2)cc1	-2%
CCn1c(=O)c(C(=O)CN2CCCc3ccccc32)c(N)n(Cc2ccccc2)c1=O	2%
O=C(CCNC(=O)c1ccc(Br)o1)NCc1ccccc1Cl	13%
O=C(Nc1cccnc1)c1cccc(NC(=O)c2ccco2)c1	5%
C=CCn1c(-c2ccccc2)nc2nc3ccccc3nc21	11%
Cc1cc(NC(=O)CCC(=O)N(CC(=O)NC2CCCC2)Cc2ccc(F)cc2)no1	7%
Cc1ccccc1S(=O)(=O)NC1OC(=O)C(Cl)=C1Cl (configuration not stated)	7%
O=C(CSc1nc(-c2ccc(F)cc2)cs1)NC(=O)NCc1ccco1	0%
COc1ccccc1NC(=O)C1=C(C)Nc2nnnn2C1c1cc(Br)ccc1OC (configuration not stated)	-3%
COc1ccc(CCNC(=O)C2CCN(S(=O)(=O)c3c(C)noc3C)CC2)cc1OC	-4%
Cc1csc(NC(=O)CCn2c(=O)oc3ccccc32)n1	-2%
COC(=O)c1cc(COC(=O)c2cccnc2SC)oc1C	-3%
Nc1ncnc2nc(SCCc3ccccc3)[nH]c12	-5%
COc1cccc(NC(=O)c2oc3ccccc3c2NC(C)=O)c1	-13%

Structures above that contain a furan ring, fused or not:
SMILES	AmpC det inh
Cc1cccn2c(=O)c3cc(C(=O)NCc4ccco4)c(=N)n(C(C)C)c3nc12	-3%
COc1ccccc1S(=O)(=O)Cc1ccc(C(=O)NCCN(C)C)o1	5%
COc1ccccc1NS(=O)(=O)c1ccc(C(=O)OCC(=O)NCc2ccco2)cc1	5%
Cc1c(C(=O)NCc2cccs2)oc2ccc(S(=O)(=O)N3CCOCC3)cc12	-4%
CCCCn1c(SCC(=O)NCc2ccco2)nnc1-c1ccco1	4%
Fc1ccc(Nc2ncnc3ccc(-c4ccoc4)cc23)cc1	9%
O=C(NCc1ccco1)c1ccc2c(=O)n(Cc3ccco3)c(SCC(=O)N3CCCC3)nc2c1	-2%
O=C(O)c1oc2ccccc2c1-n1cccc1	-1%
O=C1CN(Cc2ccccc2)C(=NCc2ccco2)S1	1%
O=C(c1ccco1)N1CCN(C(c2cccs2)c2nnnn2C2CCCCC2)CC1 (configuration not stated)	11%
CN1C(=O)CSc2ccc(NC(=O)NCc3ccco3)cc21	-2%
CCCc1nnc2n1N=C(c1ccc(-c3cc(Cl)ccc3Cl)o1)CS2	1%
O=C(CCNC(=O)c1ccc(Br)o1)NCc1ccccc1Cl	13%
O=C(Nc1cccnc1)c1cccc(NC(=O)c2ccco2)c1	5%
O=C(CSc1nc(-c2ccc(F)cc2)cs1)NC(=O)NCc1ccco1	0%
COC(=O)c1cc(COC(=O)c2cccnc2SC)oc1C	-3%
COc1cccc(NC(=O)c2oc3ccccc3c2NC(C)=O)c1	-13%
